Compound activity (PubChem)
Mcl1-Noxa inh: Mcl-1/Noxa binding inhibitors, primary screen, biochemical, TR-FRET, 1536-well | TR-FRET Mcl-1/Noxa peptide binding, 2 h | hit rate 1.5% among 220,000 | Induced myeloid leukemia cell differentiation protein Mcl-1 (Homo sapiens), Q07820 | AID 1022, 2008 | inhibition, % at 21.7 µM;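 active means compounds that cut the protein-peptide binding signal by more than 50% relative to plate controls in a single-dose test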;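 further: His-tagged Mcl-1 with rhodamine Noxa BH3 peptide and terbium anti-His antibody; 0% = Mcl-1 plus Noxa peptide wells and 100% = peptide-only wells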
Target sequence (Q07820 whole entry, looked up): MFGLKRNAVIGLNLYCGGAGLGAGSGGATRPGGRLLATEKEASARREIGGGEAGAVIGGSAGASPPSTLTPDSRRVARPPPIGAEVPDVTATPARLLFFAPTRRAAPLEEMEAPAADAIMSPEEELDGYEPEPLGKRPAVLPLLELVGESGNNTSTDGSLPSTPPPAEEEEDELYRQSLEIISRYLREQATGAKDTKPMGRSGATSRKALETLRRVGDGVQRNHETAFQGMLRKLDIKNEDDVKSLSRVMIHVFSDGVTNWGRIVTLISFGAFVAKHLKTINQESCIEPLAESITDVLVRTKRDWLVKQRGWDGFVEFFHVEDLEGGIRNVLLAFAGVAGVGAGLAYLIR
Rab2 wt GTP: modulators of GTP binding to Rab2A wildtype, primary screen, biochemical, dog, bead-based flow cytometry, multiplex; GST-Rab2 wt beads, Bodipy-GTP binding; Ras-related protein Rab-2A (Canis lupus familiaris), P61105; GTP binding activity, % at 10 µM; AID 760, 2007; hit rate 0.19% among 190,000;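 active means GTP binding activity at least 20 points away from 100%, either lowered or raised; inconclusive means signal likely due to the compound's own green fluorescence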;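 further: 0% = beads with excess unlabeled GTP and 100% = no-compound control corrected for plate trend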
Rab7 wt GTP bind: modulators of GTP binding to Rab7, primary screen, biochemical, wildtype, multiplex bead flow cytometry. Rab7 GTPase wild type (dog), Bodipy-FL-GTP binding. GST-Rab7 beads, fluorescent GTP binding; actives lie on both sides; untreated = 100%, excess cold GTP = 0%. GTP binding activity (percent of control), % at 10 µM. hit rate 0.055% among 190,000;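 active means fluorescent GTP binding to Rab7 beads changed by at least 20 points from the 100% baseline, either direction, mostly lower; inconclusive means compound itself probably fluorescent, or too few beads counted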;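 further: median green fluorescence of bound Bodipy-FL-GTP per Rab7 bead population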
Pf gamet viab: late stage P. falciparum gametocyte viability inhibitors, primary screen, ATP luminescence, HTS; hit rate 0.065% among 150,000; P. falciparum stage V gametocytes, 24 h; inhibition, % at 10.9 µM;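 active means inhibition above the mean plus 3 SD of compounds within the control limits, set per campaign, cut at about 38% in these data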;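 further: 0% = DMSO wells and 100% = medium only without gametocytes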
Mcl1 Bid PPI: Mcl-1/Bid binding inhibitors, primary screen, biochemical, TR-FRET, 1536-well. Induced myeloid leukemia cell differentiation protein Mcl-1 (Homo sapiens), Q07820. TR-FRET Mcl-1/Bid-Dy647 peptide binding. inhibition, % at 21.7 µM. hit rate 0.97% among 220,000. AID 1021, 2008;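 active means compounds that cut the binding signal by more than half at the single screening dose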;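 further: His-tagged Mcl-1 with europium anti-His antibody binding Bid BH3 peptide; 0% = Mcl-1 plus peptide wells and 100% = peptide-only wells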
GSH bead fluor: compound fluorescence on glutathione beads, profiling panel, artefact control, biophysical, 488/530 nm, flow cytometry. hit rate 0.25% among 190,000. fluorescence (KMESF) at 10 µM. GSH beads flow cytometry, compound fluorescence 488/530 nm; hits give high values; in the data active means fluorescence above about 89;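 further: glutathione beads carrying GST-tagged Bcl family fusion proteins plus one bare bead set; values are compound well signal with DMSO vehicle wells as background; inactives centre near 16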
Avidin bead fluor: green autofluorescence of compounds with avidin beads – biophysical, 488/530 nm, flow cytometry, artefact control, profiling panel; compound fluorescence 488/530 nm; hits give high values; fluorescence (KMESF) at 10 µM; hit rate 0.38% among 220,000; in the data active means fluorescence above about 47; further: inactives centre near 10
Rac1 wt GTP bind: wildtype Rac1 GTP binding modulators, primary screen, biochemical, GST-Rac1 beads, flow cytometry, multiplex; Ras-related C3 botulinum toxin substrate 1 (Homo sapiens), P63000; fluorescent GTP binding; actives lie on both sides; 0 = cold GTP competed, 100 = untreated; GTP binding activity (% of control), % at 10 µM; hit rate 0.27% among 190,000; AID 757, 2007;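 active means GTP binding activity at least 20 points away from the 100% control level, either lower or higher; inconclusive means compound flagged as likely green fluorescent, judged across all proteins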
Cdc42 wt: modulators of GTP binding to wildtype Cdc42, primary screen, biochemical, multiplex bead flow cytometry, Bodipy-GTP | percent activity (GTP binding), % at 10 µM | GST-Cdc42 beads; actives lie on both sides | hit rate 0.2% among 190,000;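 active means percent activity GTP binding at least 20 points away from the 100% baseline, either down as inhibitor or up as activator; inconclusive means compound flagged as likely green fluorescent from well-wide comparison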;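 further: median bead fluorescence of bound Bodipy-FL-GTP at 100 nM; 0% = excess unlabeled GTP control and 100% = no compound control; below 100% means less GTP binding so inhibitor and above means activator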
Target sequence (P60953 whole entry, looked up): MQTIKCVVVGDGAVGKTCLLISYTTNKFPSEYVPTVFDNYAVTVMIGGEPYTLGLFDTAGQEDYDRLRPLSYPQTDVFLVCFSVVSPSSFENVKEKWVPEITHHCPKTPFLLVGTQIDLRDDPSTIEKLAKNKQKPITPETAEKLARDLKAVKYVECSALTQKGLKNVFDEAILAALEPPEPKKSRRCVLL
HRas wt GTP bind: modulators of GTP binding to HRas wildtype, primary screen, biochemical, bead-based flow cytometry, multiplex | GTPase HRas (Homo sapiens), P01112 | GST-Ras wt beads, Bodipy-FL-GTP binding; actives lie on both sides | GTP binding activity, % at 10 µM | hit rate 0.14% among 190,000 | AID 759, 2007;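 active means GTP binding activity at least 20% away from the 100% baseline, either lowered as inhibitor or raised as activator; inconclusive means flagged as likely green fluorescent, judged across all proteins in the well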;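 further: 0% = unlabeled GTP competition control and 100% = no-compound control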
Target sequence (P01112 whole entry, looked up): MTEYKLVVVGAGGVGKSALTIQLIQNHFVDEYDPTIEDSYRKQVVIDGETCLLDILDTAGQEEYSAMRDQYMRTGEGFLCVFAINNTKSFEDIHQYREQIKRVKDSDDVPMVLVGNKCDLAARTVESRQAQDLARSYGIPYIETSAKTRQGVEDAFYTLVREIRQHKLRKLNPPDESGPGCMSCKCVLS
Rac1 act GTP bind: GTP binding modulators of activated mutant Rac1, primary screen, biochemical, bead-based flow cytometry, multiplex, fluorescent GTP. AID 764, 2007. hit rate 0.11% among 190,000. GST-Rac1 activated beads; actives lie on both sides; 100% means binding = to untreated wells. percent activity (GTP binding), % at 10 µM;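 active means GTP binding at least 20 percentage points away from the 100% baseline, in either direction, so actives lie on both sides; inconclusive means Compound likely fluorescent itself, or too few beads counted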
* hit, by the source's call; u = inconclusive; x = not tested or not shown.

Start of the data: the first 8 compounds as a preview:
SMILES	Mcl1-Noxa inh	Rab2 wt GTP	Rab7 wt GTP bind	Pf gamet viab	Mcl1 Bid PPI	GSH bead fluor	Avidin bead fluor	Rac1 wt GTP bind	Cdc42 wt	HRas wt GTP bind	Rac1 act GTP bind
CCOC(=O)N1CCC(N(CCN(C)C)C(=S)Nc2ccc(OCC)cc2)CC1	10	99	107	-7	-42	12	27	99	98	101	96
OCCN1CCN(c2nc(N3CCCCC3)nc(N3CCCCC3)n2)CC1	-10	104	104	-13	-8	5	19	97	100	102	95
CCOc1ccc(/C=C/C(=O)Nc2ccc3[nH]c(=O)[nH]c3c2)cc1	15	101	98	-16	8	9	8	107	104	102	102
Cn1c(SCC(=O)NCC2CCCO2)nnc1-c1cccc(NC(=O)c2ccccc2F)c1 (stereo not given)	0	96	99	-18	-4	15	13	101	97	97	96
O=C(CCN1C(=O)c2cccc3cccc(c23)C1=O)NCc1cccnc1	-11	101	104	-4	-16	26	10	99	100	99	94
CCCN1C(=O)c2ccccc2NC1c1ccc(C)cc1 (stereo not given)	13	99	98	x	-39	20	5	103	96	99	97
Cc1ccc(-n2c(CNc3ccc(F)cc3)nnc2SCC(=O)NCc2ccco2)cc1	23	105	103	x	-14	18	37	105	106	104	102
Nc1cc(=O)[nH]c(SCC(=O)Nc2cc(Cl)cc(Cl)c2)n1	11	99	100	-32	-54	26	6	103	101	100	99

The listing (from the top)
SMILES	Mcl1-Noxa inh	Rab2 wt GTP	Rab7 wt GTP bind	Pf gamet viab	Mcl1 Bid PPI	GSH bead fluor	Avidin bead fluor	Rac1 wt GTP bind	Cdc42 wt	HRas wt GTP bind	Rac1 act GTP bind
CCOC(=O)N1CCC(N(CCN(C)C)C(=S)Nc2ccc(OCC)cc2)CC1	10	99	107	-7	-42	12	27	99	98	101	96
OCCN1CCN(c2nc(N3CCCCC3)nc(N3CCCCC3)n2)CC1	-10	104	104	-13	-8	5	19	97	100	102	95
CCOc1ccc(/C=C/C(=O)Nc2ccc3[nH]c(=O)[nH]c3c2)cc1	15	101	98	-16	8	9	8	107	104	102	102
Cn1c(SCC(=O)NCC2CCCO2)nnc1-c1cccc(NC(=O)c2ccccc2F)c1 (stereo not given)	0	96	99	-18	-4	15	13	101	97	97	96
O=C(CCN1C(=O)c2cccc3cccc(c23)C1=O)NCc1cccnc1	-11	101	104	-4	-16	26	10	99	100	99	94
CCCN1C(=O)c2ccccc2NC1c1ccc(C)cc1 (stereo not given)	13	99	98	x	-39	20	5	103	96	99	97
Cc1ccc(-n2c(CNc3ccc(F)cc3)nnc2SCC(=O)NCc2ccco2)cc1	23	105	103	x	-14	18	37	105	106	104	102
Nc1cc(=O)[nH]c(SCC(=O)Nc2cc(Cl)cc(Cl)c2)n1	11	99	100	-32	-54	26	6	103	101	100	99
O=C(N/N=C1\SCC(=O)N1CCc1ccccc1)c1cccs1	3	98	95	6	-29	12	12	100	97	97	97
Cc1nnc(NC(=O)NCN2C(=O)C3C4C=CC(C4)C3C2=O)s1 (stereo not given)	5	102	99	x	-32	23	11	111	109	105	100
Clc1ccc(-c2nnc3c4ccccc4nc(N4CCOCC4)n23)cc1Cl	4	101	101	10	-4	27	9	102	103	101	99
COCCNC(=O)/C(C#N)=C/c1c(N2CC(C)OC(C)C2)nc2ccccn2c1=O (stereo not given)	-4	100	103	3	3	6	2	102	98	101	99
O=c1[nH]nc(CNc2ccc(OC(F)(F)F)cc2)c2ccccc12	7	97	100	-4	-17	9	12	97	96	98	95
CN(C(=O)CSc1nc2ccccc2n1CCc1ccccc1)C1CCS(=O)(=O)C1 (stereo not given)	-8	95	98	x	-9	26	10	101	101	98	99
CCOC(=O)N1CCC(N2C(=O)c3ccccc3C2Nc2ccccc2C)CC1 (stereo not given)	11	100	99	x	-27	20	6	96	96	99	96
COc1ccc(N(CC(=O)NCc2cccnc2)S(=O)(=O)c2c(C)nn(C)c2C)cc1	5	100	101	x	-13	23	8	104	99	100	99
CN1CCN(C(=O)CCN2C(=O)S/C(=C/c3ccc(Cl)cc3)C2=O)CC1	12	97	99	x	-18	16	7	95	94	95	94
COc1ccccc1NC(=O)c1cc(C(=O)Nc2ccccc2OC)cc(N2C(=O)CCC2=O)c1	7	100	96	-1	-39	4	2	104	103	102	103
Cc1ccccc1N(CC(=O)NCc1ccc2c(c1)OCO2)C(=O)CCC(=O)Nc1ccccn1	14	99	100	21	-17	68	7	102	100	101	97
Cc1ccccc1OCCCCn1c(CO)nc2ccccc21	-1	97	103	-7	13	9	12	97	97	96	95
COc1ccccc1-c1nnc(SCC(=O)Nc2cc(C)on2)o1	12	100	104	x	-6	41	x	105	102	104	97
O=C1NC(=O)c2cc(NC(=O)C3CCCCC3)ccc21	-4	101	103	-5	2	15	9	101	100	101	100
Cn1c(=O)n(Cc2ccccc2F)c(=O)c2c1nc1n2CCCN1CCc1ccccc1	7	u	u	13	-8	58	8	u	u	u	u
Cc1ccc(C2C(/C=C3/SC(=S)NC3=O)=C(c3cccs3)Oc3ccccc32)cc1 (stereo not given)	90*	92	95	13	2	38	12	102	95	94	93
Nc1ccccc1-c1n[nH]c(=S)s1	13	86	95	x	-44	13	8	81	80	86	81
COc1cc2[nH]c(=O)n(CCCCCC(=O)NCCc3c[nH]c4ccccc34)c(=O)c2cc1OC	0	100	101	x	-33	9	49*	106	101	100	101
Cc1cc(C)c(C)c(OCCCOc2cccc3cccnc23)c1	29	102	99	-11	24	12	12	109	102	105	103
COc1ccc(CCC(C(O)C(F)(F)F)S(=O)c2ccccc2)cc1 (stereo not given)	25	99	100	x	-1	47	7	98	99	99	97
N#Cc1c(-c2ccccc2)nc(SCC(=O)N(c2ccccc2)c2ccccc2)[nH]c1=O	7	91	93	15	27	20	3	95	94	93	92
CC1(C)CC(NC(=O)c2ccccn2)CC(C)(C)N1O	23	94	95	x	38	17	9	101	92	95	97
CCC(=O)Oc1ccc(C(=O)Nc2cccc(C(=O)NC(C)(C)C)c2)cc1	10	96	95	6	-12	14	10	97	99	95	93
COc1ccc(CCNC(=O)/C(=C/c2cccnc2)NC(=O)c2ccccc2)cc1OC	-4	105	107	-32	-19	15	9	101	104	100	96
COCCn1c(C)cc(C(=O)COC(=O)C23CC4CC(CC(O)(C4)C2)C3)c1C	6	102	98	5	-7	22	25	106	104	102	101
COC(=O)C1CCN(C(=O)COC(=O)CC(NC(N)=O)c2ccc(Cl)cc2)CC1 (stereo not given)	-2	98	97	x	-9	10	11	99	99	99	93
Cc1cccc(-c2nnc(SCC(=O)Nc3ncccn3)n2C)c1	-2	99	100	x	-21	11	27	100	95	99	96
COc1ccc2nc(NC(=O)C3COc4ccccc4O3)sc2c1 (stereo not given)	3	100	101	x	0	27	7	106	101	101	98
N#Cc1c(N)nc2c3c(sc(=N)c2c1N)NC(=O)CC3c1c(F)cccc1Cl (stereo not given)	-4	91	96	15	-57	10	23	94	90	92	94
CS(=O)(=O)Nc1cccc(C2=NN(S(=O)(=O)c3ccccc3)C(c3ccco3)C2)c1 (stereo not given)	36	105	108	4	-17	11	16	106	102	102	97
CCOCCCNC(=O)c1ccc(Cn2c(=O)[nH]c3ccsc3c2=O)cc1	4	99	103	-1	-28	23	6	99	97	97	96
Cc1ccccc1NC(=O)OCCN1CCN(Cc2ccccc2)CCC1=O	3	102	101	0	-8	18	12	111	107	102	99
O=C(Nc1nc(-c2ccc(S(=O)(=O)N3CCCC3)cc2)cs1)c1cccs1	-58	70*	90	22	-27	14	8	87	71*	71*	84
COCCNC(=O)CN(C(=O)CCC(=O)Nc1ccccn1)c1ccccc1F	2	93	96	24	-39	12	22	99	94	94	95
COc1cccc(/C=C/C2=CC(C)(C)NC(=S)N2)c1	11	100	104	8	-70	9	11	99	99	97	95
COc1ccc(-n2nnnc2-c2cccnc2)cc1	11	102	101	x	7	11	10	105	106	104	103
COC(=O)C1C(O)=C(C=NCC(C)N=CC2=C(O)C(C(=O)OC)C(C)(C)CC2=O)C(=O)CC1(C)C (stereo not given)	12	105	108	x	14	6	11	105	100	105	99
N#CC(c1ccc(Cl)cc1)(c1ncc(C(F)(F)F)cc1Cl)N1CCOCC1 (stereo not given)	9	99	97	x	45	39	10	102	100	100	96
COC(=O)C1=CN(C)C=C(C(=O)OC)C1c1ccsc1	19	92	92	x	-32	13	40	93	97	95	94
Cc1ccc(C(=O)NC(=S)Nc2ccccc2C(F)(F)F)cc1	0	91	90	x	-15	12	36	92	95	93	92
O=C(c1ccc(Cl)cc1)N1CCN(c2ccnc3cc(Cl)ccc23)CC1	-2	94	93	-47	-4	11	18	98	94	95	95
CCN(CC(=O)NCc1ccc(F)cc1)C(=O)C1CCN(C(=O)Nc2ccccc2)CC1	0	105	105	-4	-12	9	9	109	104	105	101
CCOC(=O)N1CCC(N2Cc3cccc(C(=O)NCc4ccccn4)c3C2=O)CC1	6	100	101	x	-16	18	7	107	103	100	99
CCn1nc(-c2ccccc2)c2nc3ccccc3nc21	7	95	95	x	-10	9	10	94	97	97	95
O=S(=O)(c1ccc(NC(=S)N/N=C/c2ccc(Oc3ccccc3)cc2)cc1)N1CCOCC1	3	97	107	24	-45	21	9	100	97	98	95
